# IL2 activator – activators of IL-2 | IL-2 activation reporter assay, cell-based qHTS; stimulated with anti-CD3/CD4/CD28 beads; in transgenic mouse T cells | activation, % (series mostly up to about 46 µM) | 360,000 compounds, 0.065% hits | AID 652025; in the data active means activation above about 50%; inconclusive means mostly about 30% to 49%; further: 0% is about no effect
#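 Readout is EGFP and DsRed signal by fluorescent plate cytometry after 18 h at 37 degrees C. Transgenic mouse T cells (750/well) received compound for 60 min before bead stimulation (anti-CD3, anti-CD4, anti-CD28); memory T cells served as non-tolerant control.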
# PI5P4K alpha inh – blocks human PI5P4K alpha kinase activity; P48426; 330,000 compounds, 1.2% hits; PI5P4Kalpha enzyme, ADP-Glo luminescence, 60 min; active compounds read low; max response, %; active means max response of -50% or lower; inconclusive means between -30% and -50%; inactive means -30% or higher; further: value at the top dose of about 77 µM; on the % scale 0 is the no-effect control and ±100 the full control effect
# Target sequence (P48426 whole entry, looked up): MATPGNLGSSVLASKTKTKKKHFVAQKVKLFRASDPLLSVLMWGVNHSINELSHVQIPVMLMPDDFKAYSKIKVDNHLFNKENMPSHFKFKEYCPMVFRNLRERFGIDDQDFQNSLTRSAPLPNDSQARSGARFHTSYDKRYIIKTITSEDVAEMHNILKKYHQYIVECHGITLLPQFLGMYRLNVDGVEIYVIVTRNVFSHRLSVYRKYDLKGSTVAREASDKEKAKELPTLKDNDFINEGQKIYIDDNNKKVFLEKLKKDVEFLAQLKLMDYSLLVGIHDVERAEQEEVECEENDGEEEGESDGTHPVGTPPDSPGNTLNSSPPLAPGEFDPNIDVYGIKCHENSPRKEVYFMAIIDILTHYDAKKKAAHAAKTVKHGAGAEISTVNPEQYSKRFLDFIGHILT
#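 Luminescence from ADP-Glo served as readout of PI5P4Kalpha activity in a qHTS format. Reaction: enzyme, substrate, compound, ATP at 5 microM final, 60 min at RT.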
# PLK1 PBD inh – blocks phosphopeptide binding to human PLK1 polo-box domain; P53350; Plk1 PBD binding of FITC phosphopeptide, fluorescence polarization; Potency, µM, inactives show max response, negative = inhibition, actives largely listed as inhibitors; 360,000 compounds, 2.8% hits; AID 720504; further: potency means the concentration at half of the fitted maximal effect; series mostly up to about 57 µM; on the % scale 0 is the no-effect control and ±100 the full control effect; nearly all actives have a fitted effect of over 65% in size
# WRN inhibitor – inhibitors of human WRN helicase; Potency, µM (top dose mostly 114 µM), for the others: top-dose activity change, negative = inhibition, most hits filed as inhibitors; AID 651768; 360,000 compounds, 0.46% hits; Q14191; WRN helicase unwinding, fluorescent forked duplex, kinetic; further: potency means the concentration at half of the fitted maximal effect; on the % scale 0 is the no-effect control and ±100 the full control effect; nearly all actives have a fitted effect of over 55% in size
#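 Screening of the MLSMR collection measured strand separation of a quenched forked DNA duplex (100 nM) by 20 nM WRN with 2 mM ATP, all final. Compounds were preincubated with enzyme 15 min at room temperature.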
# D3 antag – antagonists of human D3 dopamine receptor; D3R cells, DiscoveRx beta-arrestin luminescence, antagonist mode; active compounds read low; max response, negative = inhibition, %; 360,000 compounds, 2.5% hits; P35462; in the data active means max response below about -50%; inconclusive means no clear call, values can overlap the other calls; further: on the % scale 0 is the no-effect control and ±100 the full control effect; mostly tested at two doses, the higher about 12 µM
# Target sequence (P35462 whole entry, looked up): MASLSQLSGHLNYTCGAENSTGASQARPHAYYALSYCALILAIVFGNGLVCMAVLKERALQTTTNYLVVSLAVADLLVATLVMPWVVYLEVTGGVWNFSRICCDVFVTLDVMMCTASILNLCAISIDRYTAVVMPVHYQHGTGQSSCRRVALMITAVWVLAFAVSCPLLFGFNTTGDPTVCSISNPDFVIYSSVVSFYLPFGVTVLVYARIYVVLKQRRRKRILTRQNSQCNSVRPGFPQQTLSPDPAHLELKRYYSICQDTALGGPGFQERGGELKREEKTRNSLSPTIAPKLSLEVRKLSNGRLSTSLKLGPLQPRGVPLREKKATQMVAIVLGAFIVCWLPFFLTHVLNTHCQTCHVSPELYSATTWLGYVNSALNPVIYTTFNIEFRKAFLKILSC
#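 Cells plated overnight at 1500 cells/well, then exposed to library compounds with dopamine controls for 90 minutes at 37 degrees C. DiscoveRx reagent added for 30–60 minutes at room temperature; luminescence read, quantitative HTS format.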
# GLP-1R inv ag – inverse agonists of human GLP-1 receptor; HEK293 GLP-1R CRE-luciferase, luminescence, 24 h; GLP-1R form is constitutively active; Potency, µM (series often up to 38.3 µM), without a hit: at the top dose activity change, negative = inhibition, actives largely listed as inhibitors; 410,000 compounds, 1.6% hits; AID 624417; further: potency means the concentration at half of the fitted maximal effect; on the % scale 0 is the no-effect control and ±100 the full control effect; nearly all actives have a fitted effect of over 55% in size
#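 Stable HEK293 clone (constitutively active GLP-1R + cAMP-response luciferase); 200 cells/uL plated, 12 h pre-culture, compound 24 hr, 37 deg C/5% CO2; detection reagent 12 min RT; luminescence.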
# GLP-1R agonist – GLP-1 receptor (human) agonism; P43220; HEK293 GLP-1R CRE-luciferase, luminescence, 4-6 h; cells express a hypersensitive GLP-1R form; Potency, µM (titrated, usually from 45.6 µM), for the others: top-dose activation, hits mostly activators; 380,000 compounds, 0.007% hits; AID 624172; further: potency means the concentration at half of the fitted maximal effect; % of control where 0% means no effect
# DRD3 agonist – activates the human D3 dopamine receptor; P35462; AID 652048; max activation, %; 410,000 compounds, 0.58% hits; D3R DiscoveRx beta-arrestin cells, luminescence, 90 min; in the data active means max activation above about 30%; further: 0% is about no effect; mostly tested at two doses, the higher about 12 µM
#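 Cells at 1500/well, incubated overnight, then treated with pinned compounds (dopamine as control) for 90 min at 37 degrees C. DiscoveRx reagent added for 30 - 60 minutes at room temperature; luminescence read.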
# GLP1R cytotox – cytotoxicity in counter-screen for GLP-1R inverse agonists; AID 624418; 410,000 compounds, 0.13% hits; Potency, µM (highest dose often 38.3 µM), for inactives: at the top dose activity change, negative = inhibition, hits mostly inhibitors; HEK293 cAMP-luciferase reporter cells, luminescence, 24 h;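 further: loss of luciferase light is scored as toxicity; potency means the concentration at half of the fitted maximal effect; on the % scale 0 is the no-effect control and ±100 the full control effect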
#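 Quantitative HTS format, 1536 wells, 200 cells/uL seeded. Compounds: 23 nL, 24 h, 37 °C. Detection: luciferase reagent, luminescence at 12 min RT; decreased signal taken as cytotoxic.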
# Numbers without * were called inactive; u = inconclusive; x = not tested or not shown; & = joins results of further samples; [ ] = dose if it differs, or a comment. Unless noted, the call rests on the fitted dose curve; in most records, active means well fitted curve in the direction sought with a large enough effect; inconclusive means small, poorly fitted or top-dose-only effect, or another doubt; inactive means no such curve, though single readings can be large; an effect the other way counts as inactive or inconclusive.
SMILES,IL2 activator,PI5P4K alpha inh,PLK1 PBD inh,WRN inhibitor,D3 antag,GLP-1R inv ag,GLP-1R agonist,DRD3 agonist,GLP1R cytotox
O=C(CCC1CCCCC1)Nc1nncs1,0.7,-0.8,-11.8%,-16.8%,-21.1,2.3%,-4.6%,-1.4,11.6%
C=CCc1ccccc1OCC(O)CN1CCN(CCN2C(=O)c3cccc4cccc(c34)C2=O)CC1 (stereo not given),-0.9,-8.9,-7.2%,-25.3%[57.1 µM],-4.0,u,-29.0%,-33.8,-11.4%[1.53 µM]
CCCNC(=O)C12CCC(C)(C(=O)C1Br)C2(C)C (stereo not given),-0.3,2.3,1.7%,4.8%,1.1,10.7%,-22.3%,1.7,-8.7%
CN(Cc1ccccc1)c1nc2c(c(=O)[nH]c(=O)n2C)n1Cc1ccccc1,-2.7,x,-1.8%,1.9%,22.8,0.0%,11.6%,-1.8,0.2%
COCc1cc(=O)[nH]c(/N=C(\N)Nc2ccc(C)cc2)n1,-0.2,0.2,-9.1%,2.9%,-15.5,5.6%,-5.4%,-1.3,6.2%
CCNc1nc(NCC)n2c(SCC(=O)Nc3ccccc3C(F)(F)F)nnc2n1,0.2,-15.7,-6.1%,2.1%[11.6 µM],-18.3,3.3%,-0.8%,1.7,19.9%
COCCNC(=O)C(OC(=O)C1=Cc2ccccc2OC1)C(C)C (stereo not given),-2.6,-0.9,-2.4%,-6.4%,2.1,u,7.6%,-7.3,0.0%
Cc1ccc(CCNC(=O)CN2C(=O)COc3ccc(S(=O)(=O)N4CCOCC4)cc32)cc1,0.5,-0.5,-13.1%,-0.4%,-11.9,-21.9%,2.9%,0.4,3.4%
C=CCN1C(=O)c2ccc(C(=O)N(C)CC(=O)Nc3cccc(F)c3)cc2C1=O,-3.0,-3.4,1.7%,-2.8%,8.6,10.0%,2.0%,2.6,-11.6%
Cc1nn(CC(=O)N2CCN(c3ccccn3)CC2)c(=O)c2cc3sccc3n12,-0.1,2.1,-2.3%,-3.3%,-2.4,-0.7%,-3.6%,0.6,5.2%
OC(COc1ccc2ccccc2c1)CN1CCOCC1 (stereo not given),-1.7&-0.8,-0.5&-3.1,-3.3%&1.1%,6.5%&15.8%,-16.2&-16.4,-8.5%&-15.0%,-3.0%&-1.3%,-9.2&-9.7,-9.9%&1.8%
O=C(O)CCC(=O)N1N=C(c2ccccc2)CC1c1ccc2nccnc2c1 (stereo not given),1.3,4.7,-1.8%,-1.6%,8.2,-3.1%,-1.8%,-5.6,u
COc1ccccc1C(=O)N1CCN(S(=O)(=O)c2ccccc2)CC1,-0.4,1.1,2.8%,-6.4%,0.0,-24.4%,16.5%,0.2,8.4%
CCCCC(=O)Nc1nc(C)c(-c2csc(Nc3cc(Cl)ccc3OC)n2)s1,0.1,u,-29.4%,2.0%,8.1,28.4%,-1.1%,23.8,3.6%
Cc1nc(N)nc(N)c1Oc1ccc(Cl)cc1,1.5,-1.6,-4.4%,-6.5%,0.3,-2.4%,9.8%,8.9,0.9%
CCc1ccc(CNC(=O)c2cc3cc4ccc(OC)cc4nc3o2)cc1,x,x,x,x,x,7.2%,0.4%,1.1,2.1%
O=c1cnnc(Nc2cccc(C(F)(F)F)c2)[nH]1,0.1,-4.2,-14.7%,5.1%,-20.5,9.6%,2.9%,5.6,-8.0%
COc1cccc(NC(=O)Cn2c(=O)n(CCC(=O)NC3CCN(Cc4ccccc4)CC3)c(=O)c3ccccc32)c1,-0.4,1.6,-8.4%,10.1%,-14.5,30.2%[activator],2.7%,-3.3,1.4%
Cn1c(SCC(=O)Nc2cc(C(C)(C)C)nn2-c2ccccc2)nc2ccccc21,-0.6,8.2,-5.1%,-19.8%,0.5,u,1.5%,-1.3,-8.6%
CCOc1ccc(NC(=O)CSc2nnc(-c3ccncc3)n2CC2CCCO2)cc1 (stereo not given),4.9,2.5,-5.2%,-4.1%,19.5,0.9%,-5.5%,-5.3,-8.7%
COc1ccccc1NC(=O)CN(Cc1ccco1)C(=O)c1cc(Cl)c(OC)c(OC)c1,-1.2,-0.8,1.7%,1.1%,20.4,u,11.0%,5.8,0.3%
O=C(COc1ccccc1)Nc1cccc(-c2ccc(N3CCOCC3)nn2)c1,0.2,-13.0,-1.3%,-4.1%,20.6,u,4.1%,1.6,0.3%
Cc1cccc(-n2c(-c3ccco3)nc3c(cnn3-c3ccccc3C)c2=O)c1,x,x,x,x,x,13.7%,4.6%,-7.8,2.8%
O=C(COc1ccc(NC(=O)c2cccs2)cc1)c1ccc(F)cc1,-3.2,-4.3,-9.8%,-13.7%,4.6,-17.0%,-0.3%,-7.3,9.1%
O=C(O)Cc1ccc2ocnc2c1,-0.5,18.7,1.0%,12.2%,-0.1,0.1%,-22.0%,-0.6,-6.8%
Cc1cccc(NC(=O)CSCC(=O)Nc2cc(S(=O)(=O)N3CCOCC3)ccc2N2CCCC2)c1,-0.6,0.8,2.4%,-28.8%,-7.4,10.0%,-3.4%,-9.2,16.1%
COC(=O)c1ccc2nc(-c3ccc4c(c3)OCO4)cn2c1,3.6,1.9,-4.5%,6.0%,-16.2,u,-1.9%,-3.6,-19.5%
Cc1cccc(NC(=O)CSc2nc3c(c(=O)[nH]2)CCC3)c1C,-0.5,-11.0,1.6%,-15.4%,u,18.4%,-12.6%,3.7,24.7%
O=C(Nc1ccccc1)C1COc2ccccc2O1 (stereo not given),0.5,5.5,-14.3%,-0.6%,-7.9,-10.8%,3.1%,-7.8,14.2%
CC(=O)Nc1cccc(Oc2ncnc3scc(-c4ccccc4)c23)c1,-2.8,1.1,2.4%,-3.0%,12.8,-21.2%,21.2%,13.9,-17.6%
CC1CCCN(CCC(=O)Nc2ccccc2)C1 (stereo not given),-1.4,-4.9,-0.8%,2.1%,9.0,20.9%,5.3%,-25.0,15.6%
COc1cccc(OCC(=O)NNC(=O)c2cnccn2)c1,0.1,-5.3,-7.0%,4.2%,-0.6,1.3%,-4.2%,0.4,-8.4%
N#CCCN(C(=O)COC(=O)CNC(=O)c1cccs1)c1ccc(F)cc1,-2.0,-1.6,3.7%,-3.0%,1.2,3.0%,-11.8%,3.9,3.7%
COC(=O)C1=C(C)NC(=O)NC1C1CC=CCC1 (stereo not given),-1.2,x,-5.4%,-8.1%,9.1,24.5%,0.8%,-5.9,-24.8%
O=C(Nc1c(F)cccc1F)c1ccc(-n2cncn2)nc1,0.4,-6.4,2.5%,7.0%,24.5,0.4%,-2.3%,5.3,-2.4%
CCOC(=O)C(C#N)c1ccccn1 (stereo not given),-2.8,x,0.0%,6.8%,8.3,8.5%,-2.5%,9.6,9.9%
CCOc1ccc2nc(Cl)c(CN(C(C)=O)C3CCCCC3)cc2c1,-3.5,2.0,-5.1%,6.4%,5.6,u,7.9%,-2.7,6.6%
COc1ccc(N2CCN(c3oc(Cc4ccccc4)nc3C#N)CC2)cc1,-1.6,x,-2.2%,-1.6%,-4.8,u,6.9%,1.9,-5.2%
CCOC(=O)[C@H]1[C@H]2COc3ccc(Cl)cc3[C@@H]2N2C(=O)CN(C)C(=O)[C@@]12C,2.7,-4.0,2.0%,-2.2%,-0.3,14.6%,6.0%,-2.7,8.3%
Cc1cc(=O)[nH]c(Nc2cccc(F)c2)n1,0.8,-1.2,-1.3%,-1.2%,-8.5,-0.4%,-10.9%,0.4,-2.0%

# Next part; it opens with the two that closed the last part.
SMILES,IL2 activator,PI5P4K alpha inh,PLK1 PBD inh,WRN inhibitor,D3 antag,GLP-1R inv ag,GLP-1R agonist,DRD3 agonist,GLP1R cytotox
CCOC(=O)[C@H]1[C@H]2COc3ccc(Cl)cc3[C@@H]2N2C(=O)CN(C)C(=O)[C@@]12C,2.7,-4.0,2.0%,-2.2%,-0.3,14.6%,6.0%,-2.7,8.3%
Cc1cc(=O)[nH]c(Nc2cccc(F)c2)n1,0.8,-1.2,-1.3%,-1.2%,-8.5,-0.4%,-10.9%,0.4,-2.0%
COc1ccccc1CNC(=O)CN1C(=O)NC2(CCCCCCC2)C1=O,-0.2,-5.2,-3.9%,6.0%,3.1,u,6.2%,8.1,-8.2%
O=C(NNc1c(F)c(F)cc(F)c1F)c1ccc(Cl)nc1,0.0,6.8,-1.1%,-4.8%[57.1 µM],10.9,11.1%,11.2%,0.7,5.8%
c1ccc(-c2noc(-c3ccncc3)n2)nc1,-2.1,x,2.5%,9.8%,7.2,u,-0.5%,8.7,1.7%
CCOc1cc(C(=O)N2CCC(CC3CC(c4ccccc4)=NO3)(C(=O)NCc3ccc(OC)cc3)CC2)cc(OCC)c1OCC (stereo not given),-0.2,3.4,-5.7%,-8.0%,32.4,u,0.6%,17.1,7.0%
COc1cc(/C=C/C(=O)NCC(=O)N2CCC(N(C)CCN3CCOCC3)CC2)ccc1OC(C)C,2.0,0.9,4.3%,1.7%,18.3,1.4%,5.5%,-12.9,-11.5%
CC(C)CCNC(=O)C12CN(Cc3ccccc3)CC1C(c1ccc([N+](=O)[O-])cc1)=NO2 (stereo not given),-0.2,0.1,-4.5%,2.6%,-11.1,u,15.8%,8.1,-1.7%
CC(C)NS(=O)(=O)c1ccc(CCC(=O)NCc2ccncc2)cc1,2.1,-0.4,2.0%,0.5%,6.0,7.5%,-0.3%,-7.8,6.3%
O=C(O)c1cnc(-c2ccccc2)nc1Oc1ccc(Cl)cc1,0.4,5.9,-13.7%,-0.5%,12.7,-5.5%[7.66 µM],0.4%,0.7,-0.9%[7.66 µM]
O=C(Cc1ccc(-c2ccccc2)cc1)NC1CCCC1,2.0,-4.5,4.5%,-7.5%,9.8,-27.9%,3.7%,2.7,-1.0%
O=C(NCc1ccccc1Cl)C1CCC(CNc2c(N3CCOCC3)c(=O)c2=O)CC1 (stereo not given),-1.5,-2.0,1.7%,16.6%,-8.7,9.1%,1.9%,9.6,-20.0%
C=CCn1c(-c2cnn(-c3ccccc3)c2N)n[nH]c1=S,-0.7,7.4,-1.6%,-12.3%,-5.7,15.0%,9.5%,7.6,-11.1%
CS(=O)(=O)N(CC(=O)N1CCN(c2ccccc2F)CC1)c1ccc2c(c1)OCCO2,-2.1,x,-6.5%,-0.6%,7.5,-1.2%,-2.2%,0.7,-13.2%

# Screening data: PubChem BioAssay, National Center for Advancing Translational Sciences (NCATS)
